Mtb RmlCD inh: inhibitors of Mycobacterium tuberculosis RmlC and RmlD coupled enzymes. hit rate 0.03% among 160,000. inhibition, % at 3.6 µM. RmlC+RmlD coupled enzyme assay, percent inhibition; primary screen in compound mixtures. P9WH09+P9WH11; in the data active means inhibition mostly above about 34%, no sharp cut-off; further: some results filed as inactive read as strong as hits
Target sequence (P9WH09 whole entry, looked up): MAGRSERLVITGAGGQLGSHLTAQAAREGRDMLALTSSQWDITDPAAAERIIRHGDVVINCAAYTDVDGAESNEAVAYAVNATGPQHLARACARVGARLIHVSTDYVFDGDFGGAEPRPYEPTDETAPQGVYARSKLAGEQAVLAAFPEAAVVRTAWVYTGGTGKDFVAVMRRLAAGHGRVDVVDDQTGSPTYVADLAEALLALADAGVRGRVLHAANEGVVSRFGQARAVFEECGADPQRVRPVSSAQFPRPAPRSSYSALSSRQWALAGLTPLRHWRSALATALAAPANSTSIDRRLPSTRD
Target sequence (P9WH11 whole entry, looked up): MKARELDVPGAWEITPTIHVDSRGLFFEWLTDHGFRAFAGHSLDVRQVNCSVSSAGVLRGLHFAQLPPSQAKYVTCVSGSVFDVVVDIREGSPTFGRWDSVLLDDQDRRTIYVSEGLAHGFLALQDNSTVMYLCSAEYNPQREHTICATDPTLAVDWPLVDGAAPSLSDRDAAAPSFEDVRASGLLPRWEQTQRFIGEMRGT
M. tuberculosis GlmU: inhibition of mycobacterial GlmU enzyme – biochemical, glucosamine-1-phosphate acetyltransferase (AID 1376) | M. tuberculosis GlmU acetyltransferase enzyme assay; higher % means a stronger effect | hit rate 0.25% among 220,000 | inhibition, %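 (tested at 30 µM in the primary screen)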, or IC50 in µM where a hit was titrated; in the data active means inhibition above about 13%;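 further: 0% = complete reaction with vehicle and 100% = reaction without substrate; strong numbers were not always called active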
* = called active by the depositor; . = no result given.

Sample of the layout (three entries):
SMILES	Mtb RmlCD inh	M. tuberculosis GlmU
Cc1ccc(-n2nnnc2SCC(=O)N2CCc3ccccc3C2)c(C)c1	6	2.3%
COc1cccc(C2NC(=O)c3sc(=S)n(-c4ccccc4)c3N2)c1 (stereo unspecified)	7	0.6%
O=C1CCCN1c1ncc(S(=O)(=O)c2ccc([N+](=O)[O-])cc2)s1	8	-1.6%

This part in full (from the top)
SMILES	Mtb RmlCD inh	M. tuberculosis GlmU
Cc1ccc(-n2nnnc2SCC(=O)N2CCc3ccccc3C2)c(C)c1	6	2.3%
COc1cccc(C2NC(=O)c3sc(=S)n(-c4ccccc4)c3N2)c1 (stereo unspecified)	7	0.6%
O=C1CCCN1c1ncc(S(=O)(=O)c2ccc([N+](=O)[O-])cc2)s1	8	-1.6%
Nc1nc(SCC(=O)C23CC4CC(CC(C4)C2)C3)n[nH]1	.	-1.2%
CC(C)(C)OC(=O)NCCCCCc1nnc(SCc2cccc(F)c2)o1	-3	-3.8%
CCN1CCN(C(c2cc(OC)c(OC)c(OC)c2)c2nnnn2C(C)C)CC1 (stereo unspecified)	3	-6.0%
COC1(OC)N=C(N)C2(C#N)C(c3ccc(C)cc3)C12C#N (stereo unspecified)	.	2.6%
Cc1cc(C)c2nc3s/c(=C/c4ccccc4)c(=O)n3c2c1	.	7.9%
Cc1c(Cl)cccc1N=C(N)N=C(N)N	-9	-3.5%
C=CCc1cc(Cl)ccc1OC(=O)Nc1cccc(Cl)c1	-1	5.3%
CC(=O)Nc1ccc(NC(=O)/C=C/c2cccc(C(F)(F)F)c2)cc1	-3	-5.1%
O=C(NCCCN1CCCCC1)c1ccc2c(c1)NC(=O)C(N1CCCCC1)S2 (stereo unspecified)	10	-2.5%
COc1ccc(Sc2nnc(Cc3ccccc3)c3ccccc23)cc1	-6	-1.2%
COc1ccc2[nH]cc(C(=O)CN3CCN(C/C=C/c4ccccc4)CC3)c2c1	12	-2.9%
Cc1nc(CNS(=O)(=O)c2cc(F)ccc2F)cs1	8	-3.1%

5 consecutive compounds out of the list so far:
SMILES	Mtb RmlCD inh	M. tuberculosis GlmU
CC(=O)Nc1ccc(NC(=O)/C=C/c2cccc(C(F)(F)F)c2)cc1	-3	-5.1%
O=C(NCCCN1CCCCC1)c1ccc2c(c1)NC(=O)C(N1CCCCC1)S2 (stereo unspecified)	10	-2.5%
COc1ccc(Sc2nnc(Cc3ccccc3)c3ccccc23)cc1	-6	-1.2%
COc1ccc2[nH]cc(C(=O)CN3CCN(C/C=C/c4ccccc4)CC3)c2c1	12	-2.9%
Cc1nc(CNS(=O)(=O)c2cc(F)ccc2F)cs1	8	-3.1%

Going on with the list.
SMILES	Mtb RmlCD inh	M. tuberculosis GlmU
CCOC(=O)CC(=O)CSc1nnc2c(n1)[nH]c1ccccc12	10	-6.8%
COc1cc(OC)cc(C(=O)NNc2nc3cc4c(cc3s2)OCO4)c1	.	-5.6%
Cn1c(SCC(=O)c2c(N)n(C)c(=O)n(C)c2=O)nnc1-c1ccc(F)cc1	-16	-1.9%
Cc1nc2[nH]c(=O)c3c(n2n1)NC1=C(C(=O)CC(C)(C)C1)C3c1ccccc1 (stereo unspecified)	13	-1.0%
CC(=O)NS(=O)(=O)c1ccc(NC(=O)C2c3ccccc3Oc3ccccc32)cc1	3	-3.7%
O=C(N/N=C/c1c(Cl)cccc1Cl)c1ccc(F)cc1	-5	-1.8%
O=C(NN=C1CCCC1)c1ccn[nH]1	1	4.9%
CNS(=O)(=O)c1ccc(NCC2COc3ccccc3O2)c([N+](=O)[O-])c1 (stereo unspecified)	.	1.3%
COc1ccc(OC)c(S(=O)(=O)n2nc(C)cc2C)c1	.	4.6%
Cc1ccc(Nc2nc3c(c(=O)[nH]c(=O)n3C)n2Cc2ccc(F)cc2)cc1	.	-1.4%
CC(C)Cc1nnc(NC(=O)c2cc(-c3ccncc3)nc3ccccc23)s1	-9	2.4%
CN(C)CCN=Cc1c(O)n(-c2cccc3ccccc23)c(=O)[nH]c1=O	7	-7.2%
O=C(O)c1cn(Cc2ccccc2)c2ccccc2c1=O	64	3.4%
CCn1c(NC(=O)c2ccccc2)nc2ccccc21	-6	9.9%
COc1cccc(NC(=O)CSc2ccccn2)c1	.	-1.2%
COc1ccc(C(=O)n2c(-c3ccco3)nc3ccccc32)cc1	.	2.0%
O=C(O)CC(SCc1ccc(C(=O)O)o1)C(=O)O (stereo unspecified)	-2	1.6%
CCOc1cc(C2NC(=O)N(C)C(C)=C2C(=O)OC)cc(Br)c1O (stereo unspecified)	-7	8.1%
O=C(Nc1nnc(-c2ccc(Cl)s2)o1)C1CC1	10	0.5%
COc1ccc(/C=C2\SC(=O)N(CCn3cnnn3)C2=O)cc1	10	-2.4%
CCn1cc(C(=O)NCc2ccc3c(c2)OCO3)c(=O)c2cc(S(=O)(=O)N3CCOCC3)ccc21	.	5.0%
O=C(/C=C/c1cccnc1)c1cc(F)ccc1O	1	-2.6%
CCc1cc2c(=O)c(-c3nc(C)cs3)c(CCCC(=O)O)oc2cc1O	.	0.8%
CC(C)c1ccc(C(C(=O)NC2CCCCC2)N(C(=O)c2ccccn2)c2cccnc2)cc1 (stereo unspecified)	-11	2.2%
CCc1c(C)sc(NC(=S)N2CCN(S(C)(=O)=O)CC2)c1C(=O)OC	.	-3.9%
CC(C)(C)NCC(O)(c1ccc(Cl)cc1)c1ccc(Cl)cc1	-8	1.8%
CC1=NN(C(=O)CSCc2ccccc2)C(O)(c2ccc(F)cc2)C1 (stereo unspecified)	1	2.3%
Fc1ccc(F)c(NC(=S)NCCc2ccccc2)c1	-9	-1.0%
COc1ccc(NC(=O)c2ccc(Br)o2)cc1	.	0.6%
CCCc1cc(=O)oc2c(CN3CCOCC3)c(O)ccc12	.	1.8%
Cc1ccc(C(=O)NNC(=O)CSc2n[nH]c(-c3cccnc3)n2)cc1	0	6.3%
COC(=O)c1cccc(NC(=O)c2ccco2)c1	.	-2.8%
Cc1ccc(N(CCC(=O)O)S(=O)(=O)c2ccccc2)cc1	-7	-8.0%
Cc1cc(Cl)ccc1NC(=S)NCc1ccccc1Cl	.	1.6%
CCc1ccccc1Nc1cc(C(=O)NCc2ccccn2)c2ccccc2n1	-5	-4.7%
O=C(Nc1nc(-c2ccccc2)cs1)C1CCCCN1S(=O)(=O)c1ccc(Cl)cc1 (stereo unspecified)	3	5.1%
CC(C)(C)c1ccc(OC(=O)c2ccc3snnc3c2)cc1	3	8.9%
COc1cc2sc3ccc(-c4ccc5[nH]ccc5c4)cc3c(=O)c2cc1OC	.	3.6%
Cc1cc(Cl)ccc1OCC(=O)NCCOC(=O)Nc1sc(=S)n(C)c1C	-2	7.4%
Cc1cc(S(=O)(=O)Nc2c(C)ccc3nsnc23)ccc1F	9	3.1%
Cc1onc(-c2ccccc2)c1C(=O)NNC(=S)NC(=O)c1ccc(Cl)cc1Cl	-8	-4.4%
CCCc1ccc(Oc2c(-c3ccc(O)c(C)c3O)n[nH]c2C)cc1	6	2.2%
CCCOc1ccc(OCCN2CCCC(C)C2)cc1 (stereo unspecified)	.	-1.8%
CCCCC(=O)Nc1ccc(NC(=S)NC(=O)c2ccco2)cc1OC	7	-0.1%
Cc1ccccc1N1C(=O)CN(Cc2sccc2C)C1=S	-4	1.0%

Pulled by structure from the list above, two records:
SMILES	Mtb RmlCD inh	M. tuberculosis GlmU
O=C(Nc1nc(-c2ccccc2)cs1)C1CCCCN1S(=O)(=O)c1ccc(Cl)cc1 (stereo unspecified)	3	5.1%
CCc1ccccc1Nc1cc(C(=O)NCc2ccccn2)c2ccccc2n1	-5	-4.7%

(listing goes on)
SMILES	Mtb RmlCD inh	M. tuberculosis GlmU
Cc1ccc2c(CC(=O)NCC(C)(C)N3CCOCC3)coc2c1	-3	0.6%
CCCn1c(Nc2ccccc2C)nc2ccccc21	.	-4.3%
O=C(NC(=S)NCCCN1CCOCC1)c1ccc(Br)cc1	13	-6.2%
Nc1nc(CN2CCN(Cc3ccc4c(c3)OCO4)CC2)nc(Nc2ccccc2)n1	15	0.4%
C=CCn1c(SCC(=O)N2CCN(C(=O)c3ccco3)CC2)nc2sc(CC)cc2c1=O	.	2.0%
COc1ccc(CNC(=O)C2CSCCS2)cc1 (stereo unspecified)	.	3.7%
Cc1c(NC(=O)c2cc(-c3ccc(O)cc3)on2)c(=O)n(-c2ccccc2)n1C	.	-5.0%
O=C(Nc1ccccc1-c1nnc(SCc2ccccc2Cl)o1)c1ccccc1	.	-0.1%
Cc1cccc(OCC(=O)NNC(=O)CCc2ccccc2)c1	-4	1.9%
O=C1C(=O)c2ccccc2C([O-])=C1[n+]1ccccc1	-10	0.3%
Cc1ccc(C(=O)N[C@@H](C)CN2C3=NC[C@H](C)N3C[C@H]2Cc2ccc(O)cc2)cc1Br	.	-8.7%
CS(=O)(=O)N1CCN(c2ccc(NC(=O)C(c3ccccc3)c3ccccc3)cc2)CC1	.	0.2%
Cc1oc(C(C)(C)C)cc1-c1cc(NC(=O)c2ccc([N+](=O)[O-])cc2)n[nH]1	2	-4.3%
Cc1ccc(-n2c(=O)c3sccc3n(CC(=O)NC3CCCCC3)c2=O)cc1	-1	5.0%
COc1ccc(CNC(=O)c2ccc(N3CCC4(CC3)CC(c3ccc(Cl)cc3)=NO4)c([N+](=O)[O-])c2)cc1	.	-0.8%
CCCNC(=O)Nc1cc(OCC)c(N2CCOCC2)cc1OCC	-2	0.0%
Cc1onc(-c2ccccc2)c1C(=O)c1ccccc1	-8	2.2%
COc1ccccc1-c1csc(NC(=O)c2cc(-c3cccs3)nc3ccccc23)n1	-11	9.0%
COc1ccc(N=Cc2c(C)[nH][nH]c2=O)cc1	3	-4.4%
O=C(OC1C2CCC1C1CN(CCc3ccccc3)CC12)c1ccccc1 (stereo unspecified)	-8	3.6%
CC1CCCC/C1=N\NC(=S)Nc1ccccc1 (stereo unspecified)	-10	5.3%
COc1ccccc1C(=O)N1CCNC(=O)C1CC(=O)Nc1ccc(Cl)cc1 (stereo unspecified)	11	2.1%
CNc1ccncc1S(=O)(=O)NC	4	0.3%
CN1CCC(N(C)C(=O)CNC(=O)c2ccc(C(C)(C)C)cc2)CC1	-10	-3.7%
CC1(C)CC(=O)C(C=NCCN2CCN(C(=O)Cc3ccc(Cl)cc3)CC2)=C(O)C1	2	-0.9%
O=C(CCc1ccccc1)N1CCN(c2ccccc2F)CC1	15	-6.6%
Cc1c(Cl)cccc1NC(=O)Nc1ccn(C)n1	-3	-2.6%
COc1ccc(CCNC(=O)Cc2cc(OC)c(OC)cc2[N+](=O)[O-])cc1OC	-6	-3.2%
CSc1ccccc1C(=O)NCCSC(C)(C)C	-8	3.8%
Cc1ccc(S(=O)(=O)N2CCN(S(=O)(=O)c3ccc(C)cc3)C2c2ccccc2)cc1	.	-1.6%
O=C(c1ccccc1)N1CCN(c2ncnc3c(-c4ccccc4)nsc23)CC1	2	1.9%
COc1ccc(C2N=C(c3ccccc3)NC(c3ccccc3)=N2)cc1	.	-0.4%
Cc1ccc2c(c1)C(O)(CC(=O)c1cccc(-n3cccc3)c1)C(=O)N2 (stereo unspecified)	5	1.4%
CCOC(=O)C(=CNc1ccc(Cl)cn1)C(=O)OCC	-4	-1.9%
O=C(O)CSc1nnc(-c2cc3ccccc3o2)n1-c1ccccc1	3	0.8%
COc1cccc(CNCCc2c[nH]c3ccccc23)c1OCc1ccccc1	9	-12%
COc1ccc(Cc2nnc(NC(=O)c3ccccc3[N+](=O)[O-])s2)cc1	14	-4.7%
CN(C(=O)Cc1c[nH]c2ccccc12)C(C(=O)Nc1ccc2c(c1)OCO2)c1ccccc1 (stereo unspecified)	2	-0.3%
Cn1cc(CCNCc2cn[nH]c2-c2ccc(-c3ccccc3)cc2)cn1	5	0.6%
COC(=O)c1ccccc1NC(=O)CN(C)S(=O)(=O)c1cc(C)ccc1OC	.	-4.9%
Cc1noc(C)c1C(=O)N1CCOCC1	3	0.0%
CCOC(=O)c1cc(-c2ccccc2)sc1NC(=O)COC(=O)c1cccc(S(N)(=O)=O)c1	8	-7.9%
CC(NC1CCCC1)C(=O)Nc1ccccc1-c1ccccc1 (stereo unspecified)	14	0.8%
CCc1nc(NCCN)c(C#N)c2c1CSC(C)(C)C2	28	-6.8%
Cc1ccc(Nc2nc3ccccc3[nH]2)nc1	.	-7.8%
O=C(CCCOc1ccccc1)Nc1nncs1	4	-8.6%
CCN(CC)CCCNC(=O)Cn1nc(-c2ccccc2)ccc1=O	.	-1.1%
COc1ccc(-c2[nH]ncc2/C=N\NS(=O)(=O)c2ccc(Cl)cc2)cc1	10	1.5%
Fc1ccc(C2=CCN(C(c3ccc(Cl)cc3)c3nnnn3Cc3ccccc3)CC2)cc1 (stereo unspecified)	.	-3.2%
Cc1c(N(C)C(=O)c2ccccc2F)c(=O)n(-c2ccccc2)n1C	-7	-1.6%
C=CCNC(=O)Nc1ccc2nc(C)sc2c1	.	-1.7%
CCCCn1ccnc1C(=O)c1ccc(S(=O)(=O)N2CCCC2)cc1	18	-0.2%
O=C(COC(=O)c1cc(S(=O)(=O)NCc2ccccc2)ccc1O)c1cc2ccccc2o1	11	-2.2%
O=C(CSc1nc2cc(Cl)ccc2s1)NC1CCCc2ccccc21 (stereo unspecified)	-8	2.1%
O=C(COc1ccccc1)N1CCc2ccccc2C1	.	-7.1%
COC(=O)Nc1nnc(/C=C/c2ccccc2)s1	1	-0.1%
Nc1nc(N2CCN(C(=O)c3ccco3)CC2)nc2ccccc12	.	4.9%
O=C(O)CCn1c(=O)[nH]c2ccccc2c1=O	.	4.2%
CCCCN(C)CCCNC(=O)CC1Oc2ccccc2NC1=O (stereo unspecified)	.	-5.3%
Cc1cc(Cl)c(S(=O)(=O)NCc2cccnc2)cc1OCC(N)=O	13	-1.7%
O=C(O)[C@H]1CCCC[C@H]1C(=O)Nc1cc([N+](=O)[O-])ccc1F	-11	2.2%
O=C(CNS(=O)(=O)c1ccccc1)NCC(=O)OCc1ccc(Cl)cc1	-8	8.9%

Not all compounds are listed. The share of hits here may be higher or lower than overall.
